VHR inh abs: VHR1 phosphatase inhibitors, primary screen, biochemical, absorbance, uHTS; inhibition, % at 13.3 µM; 290,000 tested, 0.52% active; Dual specificity protein phosphatase 3 (Homo sapiens), P51452; recombinant VHR phosphatase, pNPP absorbance; AID 1654, 2009; in the data active means inhibition above about 50%; further: some compounds called inactive have numbers as strong as hits
Vc quorum ag: inducers of Vibrio cholerae quorum light production without autoinducers, primary screen, BH1578 luxS cqsA deficient, single point; V. cholerae BH1578 lux reporter, luminescence, 6 h; activation, % at 18.7 µM; 350,000 tested, 0.16% active; in the data active means activation mostly above about 9.7%, no sharp cut-off; further: not every result past the cut was called active; inactives centre near 0; reference of the scale not given here
Mtb UGM inh: M. tuberculosis UGM enzyme inhibitors, primary screen, biochemical, fluorescence polarization, single point; UDP-galactopyranose mutase (Mycobacterium tuberculosis (strain ATCC 25618 / H37Rv)), …; purified UGM, fluorescence polarization probe displacement; inhibition, % at 10 µM; 320,000 tested, 0.06% active; in the data active means inhibition above about 10%, passing the limit was not always enough
Target sequence (P9WIQ1 whole entry, looked up): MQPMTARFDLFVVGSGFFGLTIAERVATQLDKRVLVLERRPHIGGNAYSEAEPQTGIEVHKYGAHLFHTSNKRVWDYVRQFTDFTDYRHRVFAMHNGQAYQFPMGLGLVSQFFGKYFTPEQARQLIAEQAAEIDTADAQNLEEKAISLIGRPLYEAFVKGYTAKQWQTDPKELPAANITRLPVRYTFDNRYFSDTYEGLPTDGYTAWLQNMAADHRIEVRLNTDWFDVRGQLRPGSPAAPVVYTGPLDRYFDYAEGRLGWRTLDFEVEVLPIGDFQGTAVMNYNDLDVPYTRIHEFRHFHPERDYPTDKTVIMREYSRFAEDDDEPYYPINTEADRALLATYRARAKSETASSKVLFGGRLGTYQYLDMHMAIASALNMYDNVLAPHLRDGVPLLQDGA
Mtb BioA inh: M. tuberculosis BioA enzyme inhibitors, primary screen, biochemical, plate reader, single point, HTS. 360,000 tested, 0.096% active. AID 602481, 2012. purified M. tuberculosis BioA enzyme. inhibition, % at 9.99 µM. 7,8-diaminopelargonic acid synthase BioA (Mycobacterium tuberculosis); in the data active means inhibition above about 40%
MazEF act: activators of E. coli MazEF toxin-antitoxin RNase, primary screen, biochemical, fluorescence, uHTS; Endoribonuclease toxin MazF (Escherichia coli (strain K12)), P0AE70; FAM/BHQ RNA-DNA oligo cleavage fluorescence, 5 h; activation, % at 20 µM; 350,000 tested, 0.32% active; AID 504720, 2011; in the data active means activation above about 50%
Target sequence (P0AE70 whole entry, looked up): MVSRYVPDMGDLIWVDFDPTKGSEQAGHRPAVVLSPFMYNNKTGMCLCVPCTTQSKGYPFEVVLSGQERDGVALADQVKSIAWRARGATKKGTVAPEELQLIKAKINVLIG
Rv3671c protease: Rv3671c serine protease inhibitors, primary screen, biochemical, fluorescence polarization, M. tuberculosis H37Rv; P9WHR9; inhibition, % at 5.96 µM; 320,000 tested, 0.048% active; AID 2606, 2010; in the data active means inhibition above about 38%;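 further: extracellular domain of Rv3671c used as enzyme; 0% = enzyme with DMSO and 100% = no enzyme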
Target sequence (P9WHR9 whole entry, looked up, the tested form may be a part): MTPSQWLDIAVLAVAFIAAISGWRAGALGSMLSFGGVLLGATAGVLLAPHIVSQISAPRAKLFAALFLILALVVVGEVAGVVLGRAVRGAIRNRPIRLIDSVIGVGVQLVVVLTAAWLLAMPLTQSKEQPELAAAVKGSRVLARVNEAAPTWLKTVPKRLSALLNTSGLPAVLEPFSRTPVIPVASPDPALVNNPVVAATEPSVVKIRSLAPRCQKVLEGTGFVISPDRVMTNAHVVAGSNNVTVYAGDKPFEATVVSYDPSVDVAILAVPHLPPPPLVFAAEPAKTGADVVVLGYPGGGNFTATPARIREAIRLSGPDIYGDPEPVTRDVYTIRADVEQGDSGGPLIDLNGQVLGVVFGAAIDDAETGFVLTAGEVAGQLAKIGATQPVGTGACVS
SARS 3CLpro inh: SARS-CoV 3CLpro protease inhibitors, primary screen, biochemical, quenched FRET; recombinant SARS-CoV 3CLpro, quenched FRET peptide cleavage; inhibition, % at 6 µM; 290,000 tested, 0.14% active; in the data active means inhibition above about 12%
FBA Mtb inh: Mtb FBA enzyme inhibitors, primary screen, biochemical, fluorescence, strain H37Rv; inhibition, % at 1 µM; 360,000 tested, 2.3% active; purified M. tuberculosis FBA, fluorescence read-out; in the data active means inhibition above about 27%;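 further: 0% = vehicle and 100% = reference inhibitor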
SSB-PriA inh: inhibitors of Klebsiella pneumoniae PriA binding to SSB C-terminal tail, primary screen, biochemical, AlphaScreen; inhibition, % at 33 µM; PriA–SSB C-terminal tail interaction (Klebsiella pneumoniae); AlphaScreen SSBct-PriA binding, biotinylated peptide; 430,000 tested, 0.6% active; in the data active means inhibition mostly above about 37%, no sharp cut-off; inactive means mostly below about 20%;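 further: plate controls were negative control peptide for no effect and reference peptide for full effect; strong numbers were not always called active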
GDH-TPI counter: GDH-TPI coupling enzyme inhibitors, primary screen, artefact control for M. tuberculosis FBA inhibitor project, biochemical, absorbance, full deck; AID 588335, 2011; 360,000 tested, 1.2% active; inhibition, % at 4.8 µM; GDH-TPI coupled enzyme counterscreen, NADH absorbance; in the data active means inhibition above about 30%;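 further: 0% = DMSO wells and 100% = wells lacking the enzyme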
An asterisk follows results filed as active; i = inactive; x = not tested or not shown. Not all compounds are listed (hit frequency here may not be typical).

SMILES | VHR inh abs | Vc quorum ag | Mtb UGM inh | Mtb BioA inh | MazEF act | Rv3671c protease | SARS 3CLpro inh | FBA Mtb inh | SSB-PriA inh | GDH-TPI counter
O=C1[C@H]2[C@@H](c3ccccc3)N[C@]3(CCCN(Cc4ccco4)C3=O)[C@H]2C(=O)N1Cc1ccccc1 | x | 2.3 | x | -0.2 | -8.8 | x | x | -0.1 | x | 3.1
COc1cc(C(=O)NNC2=NC(C)(C)Cc3cc(C)c(C)cc32)cc(OC)c1OC | 37.3 | -0.2 | 0.0 | x | 1.1 | 0.2 | 2.9 | 0.7 | -2.5 | 5.2
O=S1(=O)CC(O)C(NCc2ccco2)C1 (configuration not stated) | -7.9 | -0.2 | -0.9 | -0.8 | 5.6 | -0.1 | -0.9 | 0.1 | -3.6 | 5.0
CN(/N=C/c1ccc2c(c1)OCO2)c1ccccc1 | 1.1 | -0.6 | 2.7 | 0.1 | -4.9 | 4.6 | -2.4 | 2.5 | x | 16.2
CO/N=C/c1c(C(=O)OC)nn(-c2ccccc2)c1Cl | 21.2 | i | 1.2 | x | -1.3 | -12.0 | 1.2 | -2.3 | x | -12.7
O=C1c2ccccc2C(Nc2ccc(S(=O)(=O)N3CCCCCC3)cc2)N1c1ccccn1 (configuration not stated) | 27.3 | -0.2 | -3.3 | -1.5 | 93.8* | -9.2 | -0.8 | 1.4 | 3.1 | 4.3
CCOC(=O)C1CCCCN1C(=O)CCn1nnnc1CN1CCOCC1 (configuration not stated) | -5.9 | -0.1 | -4.7 | -1.3 | 8.9 | -4.0 | 0.3 | -2.1 | -5.7 | 3.4
COc1cc(/C=N/Nc2ccc(Cl)c(C(=O)O)c2)ccc1OC(=O)c1cccs1 | 28.0 | -0.4 | 0.3 | 1.3 | 8.6 | 7.3 | 0.5 | 0.4 | x | 8.8
Cc1cc(Nc2c(C)cccc2C)n2nc(C)nc2n1 | 21.1 | -0.4 | -2.7 | 1.6 | 5.3 | -5.2 | -1.3 | 1.3 | -2.6 | -1.0
O=C(NCc1csc(-c2cccs2)n1)Nc1ccc(F)cc1F | 5.9 | -0.4 | -1.8 | x | -3.9 | 5.2 | 2.1 | 5.4 | -2.2 | -14.3
CCOc1cccc(C(=O)NC(=S)Nc2cccc(C)c2)c1 | -18.0 | 0.0 | 3.3 | x | -4.2 | -5.1 | -1.6 | 1.9 | -0.5 | -2.2
CCc1cc(=O)oc2c(C)c(OCC(=O)N3C[C@H]4C[C@@H](C3)c3cccc(=O)n3C4)ccc12 | 28.8 | -0.6 | 3.0 | 0.5 | 8.6 | -2.7 | -3.5 | 6.4 | x | 13.7
CC1=NN(C(=O)c2nn(C)cc2Br)C(O)(C(F)(F)F)C1 (configuration not stated) | -2.5 | -0.1 | 0.2 | x | 2.1 | 6.0 | -1.7 | -1.4 | -6.4 | 4.1
Cc1c(C(=O)N(Cc2cccc(Br)c2)C2CCS(=O)(=O)C2)oc2ccccc12 (configuration not stated) | 2.3 | -0.1 | 0.4 | -0.4 | -1.2 | -3.4 | 3.8 | -8.6 | -11.8 | -3.4
C=CCOc1c(Br)cc(/C=C(\C#N)C(N)=O)cc1OC | 31.3 | 0.5 | -0.9 | 1.5 | 4.2 | -1.2 | 1.6 | 0.3 | -10.2 | 21.2
CCN1C(=O)/C(=C2\C=Cc3cc(C)ccc3N2CC)OC1=S | 35.8 | -0.5 | -1.9 | -0.3 | 113.7* | -3.1 | 2.7 | 3.7 | 23.6 | 9.5
CCc1ccc(N2CC(C(=O)Nc3nnc(CC)s3)CC2=O)cc1 (configuration not stated) | 15.5 | 0.7 | -0.6 | x | 5.6 | 11.5 | -0.5 | -3.3 | -16.9 | -7.4
CCOC(=O)CCCCCC(=O)Nc1ccc2c(c1)C(=O)N([C@@H](C)CO)C[C@@H](C)[C@H](CN(C)S(=O)(=O)c1cccs1)OCCCC[C@H](C)O2 | x | -0.4 | x | -2.6 | 5.0 | x | x | 4.5 | x | 3.3
COc1ccc(C(NC(=O)C2CCN(CCCc3ccccc3)CC2)c2ccccn2)cc1 (configuration not stated) | x | -0.8 | x | -0.5 | x | x | x | -0.5 | x | 7.1
O=[N+]([O-])c1ccccc1OCC(O)CN1CCN(CC(O)COc2ccccc2[N+](=O)[O-])CC1 (configuration not stated) | -13.1 | i | 0.2 | 0.5 | 4.8 | -2.6 | 3.8 | 0.6 | 2.6 | 0.0
O=C(CCC(C(=O)O)N1C(=O)c2ccccc2C1=O)Nc1ccccc1 (configuration not stated) | x | i | x | x | -12.1 | x | x | 5.0 | x | 5.2
O=C(Oc1ccc(=O)n(-c2ccccc2)n1)c1ccccc1 | 32.9 | 3.6 | 1.8 | -0.1 | -3.1 | 9.1 | 5.8 | 1.8 | -8.9 | 11.9
O=C1CCC/C1=C/Nc1ccc2c(c1)OCO2 | -7.3 | x | 2.4 | 3.7 | 8.1 | 10.7 | 0.8 | 7.0 | 23.5 | 1.6
O=C(O)c1cccc(S(=O)(=O)N2CCCC(c3nc4c(nnn4Cc4ccc(F)cc4)c(=O)[nH]3)C2)c1 (configuration not stated) | 0.5 | i | 4.9 | 0.7 | -3.6 | -5.0 | 3.3 | 4.2 | -10.3 | 4.4
O=C(CCc1nc(-c2ccccc2Cl)no1)NCCc1ccccc1 | 30.6 | -8.3 | -1.3 | 0.9 | -4.6 | -2.0 | -3.9 | 2.7 | 5.8 | 7.8
COc1ccc(S(=O)(=O)N2CCCC(C(=O)Nc3ccc4c(c3)OCCO4)C2)cc1 (configuration not stated) | 30.8 | 1.5 | 3.6 | 0.5 | -12.5 | -3.2 | 0.3 | 0.4 | -3.0 | 2.5
CSCCCNC(=S)N(C)CC(=O)Nc1ccc(C)cc1 | 10.6 | -0.2 | -2.6 | 2.0 | 1.1 | 2.2 | -3.7 | -2.8 | -3.8 | 1.2
CC1=CC(C)(C)N(C(=O)CSc2nnc(N)s2)c2ccccc21 | 23.7 | -0.2 | 0.3 | -3.4 | -6.7 | -43.4 | -8.8 | -1.1 | -30.1 | 5.7
COc1ccc(N(CC(=O)NC2CCCC2)C(=O)CCC(=O)Nc2cc(C)on2)cc1 | -19.2 | -1.5 | -3.7 | -0.1 | 1.6 | -4.6 | -5.7 | 2.5 | 6.6 | 9.7
Cc1nn(CCOc2ccccc2)c(=O)n1-c1ccc(Cl)cc1 | 15.2 | -3.3 | -3.4 | -0.4 | 7.8 | 5.6 | -5.2 | -4.2 | -8.3 | -7.6
COC(=O)c1sccc1-c1ccc(C(=O)Nc2cccnc2)o1 | 28.7 | i | -0.8 | 1.0 | 0.3 | -12.9 | -2.1 | 1.1 | -1.4 | 33.6*
COc1ccc(CN2CCN(Cc3ccc(Br)cc3)CC2)c(OC)c1OC | -3.8 | -10.0 | 1.7 | 3.8 | 2.4 | 1.4 | 1.6 | 2.8 | 4.5 | -0.9
CC1NC(=O)c2cc3ccccc3cc2-n2c1nc1ccccc1c2=O (configuration not stated) | x | -0.4 | x | 1.7 | 5.7 | x | x | -2.3 | x | 10.3
O=C(NS(=O)(=O)N1CCCC1)C1=C(N2CCCC2)COC1=O | x | 0.3 | -1.7 | -1.3 | 1.3 | 0.2 | x | 5.3 | -4.9 | 0.9
O=C1Nc2ccccc2C1(c1ccccc1)c1ccccc1 | 16.6 | i | -0.1 | 0.4 | 0.6 | -12.9 | 4.4 | 1.9 | 11.7 | -7.3
Cc1ccc(NC(=O)COC(=O)CCC(=O)c2cccs2)c(Br)c1 | x | i | x | -0.8 | 2.8 | -4.9 | x | 1.0 | -15.4 | 6.5

The last 3 compounds of the part above come first, to join the parts.
SMILES | VHR inh abs | Vc quorum ag | Mtb UGM inh | Mtb BioA inh | MazEF act | Rv3671c protease | SARS 3CLpro inh | FBA Mtb inh | SSB-PriA inh | GDH-TPI counter
O=C(NS(=O)(=O)N1CCCC1)C1=C(N2CCCC2)COC1=O | x | 0.3 | -1.7 | -1.3 | 1.3 | 0.2 | x | 5.3 | -4.9 | 0.9
O=C1Nc2ccccc2C1(c1ccccc1)c1ccccc1 | 16.6 | i | -0.1 | 0.4 | 0.6 | -12.9 | 4.4 | 1.9 | 11.7 | -7.3
Cc1ccc(NC(=O)COC(=O)CCC(=O)c2cccs2)c(Br)c1 | x | i | x | -0.8 | 2.8 | -4.9 | x | 1.0 | -15.4 | 6.5
COc1ccc(OC)c(NC(=O)c2cccc(N3C(=O)C4C5CCC(C5)C4C3=O)c2)c1 (configuration not stated) | 7.7 | -0.1 | 3.7 | -0.1 | 3.8 | -0.5 | -0.8 | 4.4 | 1.1 | 5.2
Cc1coc2cc3oc(=O)c(CCC(=O)O)c(C)c3cc12 | 7.4 | 8.3 | 3.6 | -1.6 | -1.6 | 3.2 | 5.1 | 16.5 | -5.7 | 18.8
CCc1cccc(NC(=O)COC(=O)C2COc3ccccc3O2)c1 (configuration not stated) | x | 0.1 | x | -1.0 | -2.3 | x | x | 4.4 | x | 10.1
CN(C)S(=O)(=O)Nc1ccc(Cc2ccncc2)cc1 | x | i | x | -2.2 | -5.5 | x | x | -3.2 | x | -3.6
COc1ccccc1CN1CCCC(CN(CCN(C)C)C(=O)C2CCCC2)C1 (configuration not stated) | 63.6 | -0.2 | 4.6 | -0.8 | 1.0 | -2.9 | -1.9 | -1.7 | 4.3 | 14.0
O=C(Nc1nnc(CCS(=O)(=O)c2ccc(Br)cc2)s1)c1ccc([N+](=O)[O-])cc1 | 10.6 | i | -1.9 | -0.6 | 15.9 | -12.2 | 3.0 | 1.6 | -3.7 | -0.4
O=C(COCCOCC(=O)N(c1ccccn1)C1CCCCC1)N(c1ccccn1)C1CCCCC1 | 26.4 | i | 0.9 | 0.9 | 0.8 | 1.6 | -0.4 | 2.0 | -6.6 | -8.6
Cc1cc(C)c(NC(=O)C2C3/C=C\CCCCC32)c(C)c1 (configuration not stated) | 38.4 | -0.3 | -0.7 | -0.2 | -7.1 | 1.4 | -2.4 | 2.0 | -14.7 | 2.8
Cc1ccc(C(=O)C2CCOC(C)(C)C2)cc1 (configuration not stated) | 4.3 | -0.1 | -0.2 | x | -9.1 | -9.8 | -7.3 | 1.4 | -3.0 | -1.2
CCOc1ccccc1CN1CCN(Cc2ccon2)CC1CCO (configuration not stated) | 17.0 | i | 1.4 | -1.4 | 2.0 | 10.9 | 4.1 | -4.2 | -2.4 | 3.6
COc1cc(NC(=O)Cn2cnc3sc(C)c(S(=O)(=O)N4CCOCC4)c3c2=O)cc(OC)c1OC | 22.4 | -0.5 | 0.8 | 0.0 | -12.9 | -2.0 | 1.8 | 0.8 | -7.9 | -1.1

Reformatted as a markdown table: part of the list above
| Compound | VHR inh abs | Vc quorum ag | Mtb UGM inh | Mtb BioA inh | MazEF act | Rv3671c protease | SARS 3CLpro inh | FBA Mtb inh | SSB-PriA inh | GDH-TPI counter |
| --- | --- | --- | --- | --- | --- | --- | --- | --- | --- | --- |
| Cc1coc2cc3oc(=O)c(CCC(=O)O)c(C)c3cc12 | 7.4 | 8.3 | 3.6 | -1.6 | -1.6 | 3.2 | 5.1 | 16.5 | -5.7 | 18.8 |
| CCc1cccc(NC(=O)COC(=O)C2COc3ccccc3O2)c1 (configuration not stated) | x | 0.1 | x | -1.0 | -2.3 | x | x | 4.4 | x | 10.1 |

Assay outcomes: PubChem BioAssay, several laboratories
